Source: PubChem BioAssay (several laboratories)
Anthrax LF inh2: Bacillus anthracis LF protease inhibitors, primary screen, biochemical, multiplex microsphere, MLPCN library. inhibition, % at 10 µM. hit rate 0.12% among 360,000. Lethal factor (Bacillus anthracis), P15917. multiplex microsphere protease cleavage assay. AID 588501, 2011; further: plate controls were buffer without enzyme for full effect and enzyme alone for no effect
FadD28 binding: inhibitors of FadD28 bisubstrate probe binding, primary screen, biochemical, fluorescence polarization, single point; AID 588549, 2011; hit rate 0.22% among 360,000; inhibition, % at 12.5 µM; in the data active means inhibition above about 8.5%, passing the limit was not always enough; inconclusive means no clear call, values can overlap the other calls
BoNT-F LC inh: BoNT/F light chain protease inhibitors, primary screen, biochemical, flow cytometry, MLPCN library; Multiplex microsphere protease cleavage assay; AID 588497, 2011; hit rate 0.22% among 360,000; inhibition, % at 10 µM; in the data active means inhibition above about 35%, passing the limit was not always enough; inconclusive means no clear call, values can overlap the other calls; further: plate controls were buffer without enzyme for full effect and enzyme alone for no effect
Y pestis TopoI: Yersinia pestis topoisomerase I inhibitors, primary screen, biochemical, cleavage product accumulation, plate reader, single point; DNA topoisomerase I (Yersinia pestis CO92); Y. pestis Topo-I cleavage product accumulation; activity, % at 10 µM; hit rate 0.064% among 360,000; AID 504884, 2011; in the data active means activity above about 50%, passing the limit was not always enough; inconclusive means no clear call, values can overlap the other calls; further: inactives centre near 2
CCHFV vOTU inh: CCHFV vOTU protease inhibitors, primary screen, biochemical, Pep-AMC substrate, fluorescence; inhibition, % at 11.5 µM; hit rate 0.55% among 370,000; in the data active means inhibition above about 30%; further: 0% = vehicle wells with enzyme and 100% = no enzyme wells
TcdB GH inh: TcdB glycohydrolase inhibitors, primary screen, biochemical, single point, plate reader; TcdB glycohydrolase enzymatic assay; inhibition, % at 9.99 µM; hit rate 0.24% among 350,000; Toxin B (Clostridioides difficile), P18177; in the data active means inhibition above about 10%
Target sequence (P18177 whole entry, looked up): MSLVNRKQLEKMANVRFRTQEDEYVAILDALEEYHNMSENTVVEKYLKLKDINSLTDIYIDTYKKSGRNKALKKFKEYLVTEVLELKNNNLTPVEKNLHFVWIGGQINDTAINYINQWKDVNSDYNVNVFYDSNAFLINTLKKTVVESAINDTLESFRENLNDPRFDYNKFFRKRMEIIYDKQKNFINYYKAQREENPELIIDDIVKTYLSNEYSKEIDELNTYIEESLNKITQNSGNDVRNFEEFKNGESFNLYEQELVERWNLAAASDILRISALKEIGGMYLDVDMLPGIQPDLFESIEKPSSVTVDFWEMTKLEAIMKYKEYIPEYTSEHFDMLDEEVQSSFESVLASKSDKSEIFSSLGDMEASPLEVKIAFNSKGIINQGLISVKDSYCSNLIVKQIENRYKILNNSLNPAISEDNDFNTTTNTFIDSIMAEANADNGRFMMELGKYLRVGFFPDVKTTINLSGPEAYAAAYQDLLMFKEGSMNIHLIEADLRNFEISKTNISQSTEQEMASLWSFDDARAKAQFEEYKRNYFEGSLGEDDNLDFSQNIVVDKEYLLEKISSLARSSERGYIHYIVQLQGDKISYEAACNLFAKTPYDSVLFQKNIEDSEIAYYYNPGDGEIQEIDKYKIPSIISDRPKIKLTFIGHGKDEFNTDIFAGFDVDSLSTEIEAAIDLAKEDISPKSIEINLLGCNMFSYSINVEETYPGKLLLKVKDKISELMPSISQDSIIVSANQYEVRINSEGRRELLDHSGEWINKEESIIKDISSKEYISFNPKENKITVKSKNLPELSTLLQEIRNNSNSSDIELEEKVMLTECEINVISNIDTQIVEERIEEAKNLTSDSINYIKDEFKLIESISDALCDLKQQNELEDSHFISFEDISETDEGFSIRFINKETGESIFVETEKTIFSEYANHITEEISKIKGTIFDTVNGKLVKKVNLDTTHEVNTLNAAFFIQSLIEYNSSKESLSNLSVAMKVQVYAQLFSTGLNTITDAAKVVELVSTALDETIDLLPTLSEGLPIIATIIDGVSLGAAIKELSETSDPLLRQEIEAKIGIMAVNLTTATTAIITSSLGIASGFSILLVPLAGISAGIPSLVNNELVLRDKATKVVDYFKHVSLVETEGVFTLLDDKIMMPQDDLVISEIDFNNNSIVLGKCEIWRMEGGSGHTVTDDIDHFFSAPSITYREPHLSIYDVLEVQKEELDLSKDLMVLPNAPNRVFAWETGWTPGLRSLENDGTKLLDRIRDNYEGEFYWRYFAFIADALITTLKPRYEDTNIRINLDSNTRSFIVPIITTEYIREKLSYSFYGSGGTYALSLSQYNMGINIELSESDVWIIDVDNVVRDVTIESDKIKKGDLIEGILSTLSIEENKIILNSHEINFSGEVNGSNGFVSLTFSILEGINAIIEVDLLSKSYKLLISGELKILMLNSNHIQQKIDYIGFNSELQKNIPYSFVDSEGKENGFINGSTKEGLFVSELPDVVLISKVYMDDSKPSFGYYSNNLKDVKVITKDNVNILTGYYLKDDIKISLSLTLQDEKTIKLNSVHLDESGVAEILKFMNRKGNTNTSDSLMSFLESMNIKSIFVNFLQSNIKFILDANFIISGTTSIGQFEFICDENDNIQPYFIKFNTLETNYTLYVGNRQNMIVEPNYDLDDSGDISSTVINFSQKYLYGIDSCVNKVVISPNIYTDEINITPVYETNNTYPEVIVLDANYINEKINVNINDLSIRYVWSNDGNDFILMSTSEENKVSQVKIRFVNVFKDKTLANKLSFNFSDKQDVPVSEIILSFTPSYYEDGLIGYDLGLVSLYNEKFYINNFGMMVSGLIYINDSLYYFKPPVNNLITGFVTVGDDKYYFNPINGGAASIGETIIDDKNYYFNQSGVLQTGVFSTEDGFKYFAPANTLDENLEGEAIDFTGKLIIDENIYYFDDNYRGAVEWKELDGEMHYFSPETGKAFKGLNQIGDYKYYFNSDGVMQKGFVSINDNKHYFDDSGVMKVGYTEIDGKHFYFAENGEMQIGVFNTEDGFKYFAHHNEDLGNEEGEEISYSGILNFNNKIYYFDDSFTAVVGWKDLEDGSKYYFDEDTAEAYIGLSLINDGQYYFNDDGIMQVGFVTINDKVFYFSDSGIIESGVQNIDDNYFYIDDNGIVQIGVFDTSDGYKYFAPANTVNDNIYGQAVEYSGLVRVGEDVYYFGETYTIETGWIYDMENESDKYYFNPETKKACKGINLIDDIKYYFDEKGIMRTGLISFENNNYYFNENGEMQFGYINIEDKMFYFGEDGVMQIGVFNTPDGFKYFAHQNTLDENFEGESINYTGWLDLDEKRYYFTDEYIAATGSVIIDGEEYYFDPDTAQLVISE
PrPC TRFRET: inhibitors of human cell surface prion protein PrPC, primary screen, cell-based, TR-FRET | hit rate 0.43% among 370,000 | TR-FRET read-out | inhibition, % at 13.8 µM; in the data active means inhibition above about 24%; further: 0% = median of the test wells and 100% = reference compound wells
PfHsp40 yeast: rescue of yeast from PfHsp40 toxicity, primary screen, S. cerevisiae, ATP luminescence; hit rate 0.68% among 340,000; growth rescue, % at 12.5 µM; S. cerevisiae expressing PfHsp40, growth rescue; in the data active means growth rescue above about 28%, passing the limit was not always enough; inconclusive means no clear call, values can overlap the other calls;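 further: yeast W303a lacking pdr1 and pdr3 grown in galactose medium; growth measured after three days at 30 °C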
BoNT-A LC inh2: BoNT/A light chain protease inhibitors, primary screen, biochemical, flow cytometry, MLPCN library. multiplex microsphere protease substrate cleavage. inhibition, % at 10 µM. hit rate 0.17% among 360,000; further: plate controls were buffer without enzyme for full effect and enzyme alone for no effect
The depositor's hits bear a star; ? = inconclusive; / = not tested or not shown. Unless noted, no stated cut-off is given here; in the data, active means inhibition above about 30%; inconclusive means no clear call, values can overlap the other calls; inactive means below that.

SMILES	Anthrax LF inh2	FadD28 binding	BoNT-F LC inh	Y pestis TopoI	CCHFV vOTU inh	TcdB GH inh	PrPC TRFRET	PfHsp40 yeast	BoNT-A LC inh2
Nc1nc(CSc2nc3ccccc3[nH]2)nc(N2CCOCC2)n1	-4.2	-3.9	-0.3	-4.0	-2.4	/	-4.1	-0.2	0.2
C/C(=N/NC(N)=S)c1ccc(Br)s1	-4.5	0.1	-2.2	1.0	-2.1	0.5	-1.2	-1.2	-0.2
COC(=O)COc1ccc(S(=O)(=O)Nc2ccc(NC(C)=O)cc2)cc1C	-3.4	-2.1	2.1	-9.2	-6.2	/	-3.3	1.8	0.2
COc1ccc(C(=O)NC(=S)NC(C)c2ccccc2)cc1 (stereo not given)	9.3	-3.2	-13.9	6.3	4.6	0.4	10.9	3.6	-4.1
CCOc1ccccc1C(=O)Nc1ccsc1C(=O)OC	1.8	-6.0	-5.2	19.8	5.9	/	11.8	1.4	0.0
O=C(COC(=O)c1ccco1)NCc1cccs1	-8.3	0.4	-5.3	-1.8	5.3	/	1.8	-0.8	-0.3
COc1cc(C)c(COc2ncnc3ccccc23)cc1OC	0.0	0.1	10.0	-2.9	-6.2	0.5	11.4	-0.4	0.6
O=C(NC(c1ccccc1)c1ccsc1)C1CCN(Cc2ccc(Oc3ccccc3)cc2)CC1 (stereo not given)	1.1	-4.8	-7.9	20.6	2.1	0.7	-4.5	/	-0.3
C=CCNC(=O)c1onc(CSc2ccc(F)cc2)c1C(=O)O	8.1	-1.3	-1.7	-4.2	2.1	1.7	-2.9	-0.2	0.2
COc1ccc(C2=NN(C3=NN=C(N)Cc4ncnn43)C(O)(C(F)(F)F)C2)cc1 (stereo not given)	-10.2	0.9	-8.1	0.8	-1.2	-1.0	-1.3	0.8	-2.0
CCOc1ccc2nc(SC(CC)C(=O)Nc3cc(C)on3)sc2c1 (stereo not given)	0.3	0.5	2.1	2.3	3.1	0.8	0.1	-0.4	1.0
COc1ccc(-n2nnnc2SCC(=O)c2ccc3c(c2)OCCO3)c(OC)c1	0.9	-0.2	11.4	19.8	15.2	2.3	-0.9	0.7	1.0
O=c1ccccn1CCOc1ccc(Cl)cc1	-7.5	0.8	?	-1.7	-4.9	0.8	-2.1	-1.2	?
Cc1cc(C(=O)O)ccc1-n1c(C)cc(/C=C2\SC(=O)NC2=O)c1C	-3.1	0.3	-11.8	-2.6	8.7	0.7	-5.8	-0.5	1.4
O=C(Nc1c(Cl)cccc1Cl)c1cc(=O)n(Cc2ccccc2)c(=O)[nH]1	1.7	-2.6	-0.6	10.3	12.2	/	5.5	-0.4	?
CCn1cc(SCC(=O)NCc2ccc3c(c2)OCO3)c2ccccc21	-5.5	0.8	4.8	12.0	10.4	-0.8	6.9	0.3	0.2
C/C(=N\NS(=O)(=O)c1cccc([N+](=O)[O-])c1)c1cccnc1	-3.6	-1.6	-1.2	2.2	-14.3	-1.4	-8.7	-0.2	-0.4
Cc1cc(C(=O)C(=O)O)c(C)n1-c1ccc(Cl)cc1	1.1	0.4	-4.5	4.6	6.3	0.1	-2.4	-3.2	-1.3
Cc1ccc(NC(N)=S)cc1	-0.1	-1.7	-5.8	-3.3	3.8	0.7	-1.0	-0.9	0.6
CCSc1ccccc1C(=O)NCc1ccc(OC)cc1	-5.7	-3.4	-0.8	0.2	-4.7	/	0.1	-0.4	-1.7
O=C(NNc1ccccc1[N+](=O)[O-])Nc1cccc(Cl)c1	2.9	-1.3	-8.8	-3.0	-3.8	-1.3	-15.3	0.9	-0.8
O=C(CCCN1C(=O)c2cccnc2C1=O)Nc1ccc(F)cc1Cl	11.6	/	2.6	5.2	6.6	1.2	9.7	1.6	-0.4
Cc1ccc(/C=C/C(=O)Nc2cc(S(=O)(=O)N3CCCCCC3)ccc2OCC(F)(F)F)o1	-0.4	-1.1	-3.7	-15.3	17.5	/	9.3	0.3	-0.4
CC(C)(C)NC(=O)CSc1nnc(C2CC2)n1-c1ccccc1	-2.3	1.1	-0.7	-3.7	-6.1	-1.8	3.1	0.4	-0.3
C[C@H](c1ccccc1)N1C[C@H](COCc2ccccc2)Oc2cc(N3CC[C@@H](N(C)C)C3)ccc2S1(=O)=O	-3.5	/	-8.8	/	-8.6	1.7	2.7	/	-0.4
CN(Cc1ccccc1)c1ncnc2c1cnn2-c1ccccc1	-1.7	-1.3	4.8	1.6	/	0.9	/	3.7	4.4
CCOC(=O)C1CCCN(c2ncnc3c2cnn3-c2ccc(OC)cc2)C1 (stereo not given)	-4.0	-4.5	-5.6	17.5	-0.8	/	9.3	0.6	-0.2
Cc1nn2c(=O)cc(COC(=O)c3c(F)cccc3Cl)nc2s1	-5.3	-5.1	0.0	-2.5	-9.1	0.2	0.2	0.1	-1.1
O=C(N/N=C/c1cccc(O)c1)c1ccc(-n2cnnn2)cc1	7.8	-2.3	1.5	-2.6	1.8	-1.2	-5.8	1.5	1.5
NNC(=O)CNC(=O)c1ccc(F)cc1	1.0	-1.1	-2.2	4.6	5.4	0.8	-4.3	-0.1	0.5
O=C(Nc1ccc(NC(=O)C2CC2)cn1)c1ccccc1Cl	-3.4	-2.2	21.3	-4.2	-0.8	/	-4.3	1.2	-0.8
COc1cccc(CN2CCC(C(=O)N3CCN(c4ccccc4F)CC3)CC2)c1	-0.4	-1.1	6.2	8.9	-0.4	1.0	-4.8	-1.3	0.4
OC[C@@H]1[C@@H](c2ccccc2)C(c2ccc(F)cc2)=NN1c1ccccc1	-8.7	-2.1	-1.7	-8.6	/	/	/	7.6	0.5
CCC(=Nc1ccc(N)cc1)C1=C(O)C(C(=O)OC)C(C)(C)CC1=O (stereo not given)	-8.1	0.1	-4.2	-8.6	105.5*	/	-15.3	-0.5	0.0
COC(=O)C1=C(C)N(Cc2ccco2)C(=O)N[C@@H]1c1ccccc1	-2.7	-1.3	-2.1	15.3	-0.9	-0.6	7.2	-0.9	-0.4
Cc1ccc(S(=O)(=O)N2CCC(C(=O)OCC(=O)Nc3cc(S(C)(=O)=O)ccc3Cl)CC2)cc1C	3.8	-3.7	6.4	33.8	1.4	0.4	-2.9	0.2	0.4
O=C(NCc1ccc2c(c1)OCO2)c1ccc(S(=O)(=O)N2CCCCC2)cc1	-10.2	-3.2	-7.9	-0.8	10.2	/	-2.5	0.6	-1.2
CCn1cnc2cc(NC(=O)c3ccco3)ccc21	1.0	-3.3	1.3	7.7	-7.5	/	0.7	1.0	-0.8
COc1cccc(-c2c(C(=O)N/N=C/c3ccc(C)o3)nnn2-c2nonc2N)c1	-0.6	-4.3	8.3	-3.9	16.3	0.1	-6.5	-0.1	1.9
COC(=O)c1ccc2c(=O)[nH]c(CN3c4ccccc4CC3C)nc2c1 (stereo not given)	-6.7	-7.2	-2.2	-3.2	5.7	/	-3.2	-0.4	?
O=C(O)C1Cc2[nH]cnc2C(c2ccc(F)cc2)N1 (stereo not given)	0.5	-2.2	-0.1	1.9	-1.2	1.1	0.1	60.6*	-0.6
O=C(Nc1ccc(NC(=S)NC(=O)c2ccco2)cc1)c1ccccc1	-7.1	-0.2	-5.6	5.2	2.5	-2.0	7.7	4.4	-1.5
CN(C)CCN(Cc1cc2cc3c(cc2[nH]c1=O)OCCO3)C(=S)NCC1CCCO1 (stereo not given)	1.5	-1.4	-4.0	5.2	-27.6	0.1	-10.1	-1.7	-0.4
Cn1c(=O)c2c(SCC(=O)N3CCOCC3)nc(-c3ccccc3Cl)nc2n(C)c1=O	0.2	-2.5	3.3	-9.1	-5.2	0.9	-3.0	0.3	1.9
Cc1ccccc1C(=O)NC(=S)NCc1cccnc1	0.2	0.8	-5.7	-0.9	3.7	/	7.5	1.1	-1.6

2 entries from above, reformatted.
Results follow in this order: Anthrax LF inh2, FadD28 binding, BoNT-F LC inh, Y pestis TopoI, CCHFV vOTU inh, TcdB GH inh, PrPC TRFRET, PfHsp40 yeast, BoNT-A LC inh2
Cc1ccccc1C(=O)NC(=S)NCc1cccnc1
  0.2, 0.8, -5.7, -0.9, 3.7, /, 7.5, 1.1, -1.6
Cn1c(=O)c2c(SCC(=O)N3CCOCC3)nc(-c3ccccc3Cl)nc2n(C)c1=O
  0.2, -2.5, 3.3, -9.1, -5.2, 0.9, -3.0, 0.3, 1.9

Remaining list, next part:
SMILES	Anthrax LF inh2	FadD28 binding	BoNT-F LC inh	Y pestis TopoI	CCHFV vOTU inh	TcdB GH inh	PrPC TRFRET	PfHsp40 yeast	BoNT-A LC inh2
O=S(=O)(NCC(Nc1ccc(Cl)cc1)c1ccccc1)c1ccccc1 (stereo not given)	-3.5	-3.2	-39.7	-6.8	23.4	/	21.0	19.0	-6.0
CCN(CC)CCN(C(=O)CCS(=O)(=O)c1ccccc1)c1nc2cc(C)cc(C)c2s1	12.0	-0.3	-15.9	14.4	-2.1	0.7	-1.2	1.2	-1.1
CCCN1C(=O)c2ccc(C(=O)Nc3ccccc3C(=O)O)cc2C1=O	0.1	2.3	-10.0	2.4	-1.3	-0.1	-8.6	-1.6	-0.8
O=C(C(=O)N1CCOCC1)c1cn(Cc2ccccc2Cl)c2ccccc12	-0.8	-1.3	-2.1	27.9	9.0	1.2	-4.1	0.8	-1.6
COCCN(C(=O)COC(=O)c1ccccc1Oc1ccccc1)c1c(N)n(Cc2ccccc2)c(=O)[nH]c1=O	2.1	-2.9	6.3	32.7	16.3	0.8	-3.9	-0.3	0.6
Cc1ccc(S(=O)(=O)Oc2ccc(/C=C(/NC(=O)c3ccccc3)C(=O)NCCC(=O)O)cc2)cc1	0.3	-3.2	-3.5	12.1	2.1	-0.1	3.8	-0.2	-0.3
O=C1c2cccc3cc(Br)cc(c23)C(=O)N1Nc1ccccc1	-2.6	-1.8	-10.8	-0.8	19.5	/	-31.5	0.8	-1.4
c1ccc(-c2cc(-c3ccccc3)n3ncnc3n2)cc1	-5.6	-3.4	-7.1	9.3	-1.9	1.4	0.1	0.2	-1.5
CCCNC(=O)Cn1cnc2sc(C(=O)N3CCCC(C(=O)OCC)C3)c(C)c2c1=O (stereo not given)	3.5	-3.8	7.5	-0.5	/	/	/	-0.8	0.2
C=CCSc1nc(C)cc(C(=O)OCC)c1C#N	2.0	1.1	-1.4	1.8	2.3	1.4	-0.6	2.0	0.6
Cc1c(NS(=O)(=O)CC23CCC(CC2=O)C3(C)C)c(=O)n(-c2ccccc2)n1C (stereo not given)	-7.7	1.1	7.1	-3.8	0.5	/	9.2	-0.7	0.2
CCC(=O)Nc1ccc(C(=O)Nc2cccc(OC)c2)cc1	-1.6	-5.9	-8.7	1.1	3.3	/	5.7	-0.1	-0.5
COC(=O)C=C1CCC2C3CCC4=CC(=O)CCC4(C)C3C(=O)CC12C (stereo not given)	-2.0	/	-3.0	-7.4	10.1	1.8	-0.8	-0.4	-0.4
COc1ccc(-c2nc(CS(=O)CC(=O)NC3CCCC3)c(C)o2)cc1OC (stereo not given)	-1.5	-0.3	-2.9	5.4	2.3	0.7	4.5	-2.0	0.5
O=C1N(Cc2cccc(Cl)c2)C[C@@H]2C[C@@H](c3ccco3)N3CCC[C@@]123	0.2	-4.4	-2.6	18.6	2.4	-0.3	4.1	1.9	0.0
Cc1ccc(S(=O)(=O)N2CCC(C(=O)OCC(=O)NC(C)c3ccc(F)cc3)CC2)cc1C (stereo not given)	1.6	-1.9	-4.7	13.4	-4.6	1.0	2.5	1.6	-0.1

Three entries out of the list, arranged by length of the SMILES, ascending:
SMILES	Anthrax LF inh2	FadD28 binding	BoNT-F LC inh	Y pestis TopoI	CCHFV vOTU inh	TcdB GH inh	PrPC TRFRET	PfHsp40 yeast	BoNT-A LC inh2
O=C1c2cccc3cc(Br)cc(c23)C(=O)N1Nc1ccccc1	-2.6	-1.8	-10.8	-0.8	19.5	/	-31.5	0.8	-1.4
CCN(CC)CCN(C(=O)CCS(=O)(=O)c1ccccc1)c1nc2cc(C)cc(C)c2s1	12.0	-0.3	-15.9	14.4	-2.1	0.7	-1.2	1.2	-1.1
COCCN(C(=O)COC(=O)c1ccccc1Oc1ccccc1)c1c(N)n(Cc2ccccc2)c(=O)[nH]c1=O	2.1	-2.9	6.3	32.7	16.3	0.8	-3.9	-0.3	0.6
